RBX1-CUL1 inh – blocks human RBX1-Cullin-1 di-ubiquitin formation. P62877+Q13616. in vitro K48 di-Ub FRET, acceptor:donor ratio, 45 min. inhibition, % at 10 µM. 0.6% of 140,000 active. AID 1347404; in the data active = inhibition above about 25%
Target sequence (P62877 whole entry, looked up): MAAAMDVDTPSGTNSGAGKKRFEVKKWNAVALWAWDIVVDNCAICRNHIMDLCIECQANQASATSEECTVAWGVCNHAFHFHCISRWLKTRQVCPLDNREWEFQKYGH
Target sequence (Q13616 whole entry, looked up): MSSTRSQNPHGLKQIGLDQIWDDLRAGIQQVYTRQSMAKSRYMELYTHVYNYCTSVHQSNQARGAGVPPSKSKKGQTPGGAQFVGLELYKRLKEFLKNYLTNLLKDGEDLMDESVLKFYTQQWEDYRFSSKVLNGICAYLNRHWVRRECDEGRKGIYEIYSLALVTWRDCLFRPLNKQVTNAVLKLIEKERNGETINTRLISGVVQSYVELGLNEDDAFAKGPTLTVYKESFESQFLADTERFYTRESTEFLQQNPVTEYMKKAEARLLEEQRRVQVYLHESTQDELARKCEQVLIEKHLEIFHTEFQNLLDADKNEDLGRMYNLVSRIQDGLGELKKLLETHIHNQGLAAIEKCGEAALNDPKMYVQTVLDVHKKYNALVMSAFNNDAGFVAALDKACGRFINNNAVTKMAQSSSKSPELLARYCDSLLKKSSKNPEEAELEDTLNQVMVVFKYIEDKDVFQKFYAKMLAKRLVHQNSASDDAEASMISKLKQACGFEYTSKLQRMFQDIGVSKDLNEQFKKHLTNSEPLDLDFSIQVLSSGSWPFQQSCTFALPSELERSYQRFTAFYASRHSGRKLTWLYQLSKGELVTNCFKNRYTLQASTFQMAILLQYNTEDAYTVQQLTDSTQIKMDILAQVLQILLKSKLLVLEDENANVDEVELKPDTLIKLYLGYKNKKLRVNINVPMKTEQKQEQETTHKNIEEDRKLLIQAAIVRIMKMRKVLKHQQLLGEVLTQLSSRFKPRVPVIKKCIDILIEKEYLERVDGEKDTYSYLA
* hit, by the source's call.

SMILES	RBX1-CUL1 inh
O=C(Nc1ccc(N2CCC(NC(c3ccccn3)C(F)(F)F)CC2)cc1)c1cnccn1 (stereo not drawn)	8.8
Cc1cc(Br)cc(C)c1NC(=O)CN1CCCCC1	5.6
Cc1ccc(S(=O)(=O)N2CCCc3cc(NS(=O)(=O)c4ccc(F)cc4)ccc32)cc1	-2.1
CCOC(=O)N1CCc2c(sc(NC(=O)Cc3ccccc3)c2C(=O)Nc2ccc(C(=O)OC)cc2)C1	-1.6
COc1ccc(-c2oc3ncn4nc(-c5ccccc5O)nc4c3c2-c2ccc(OC)cc2)cc1	-1.9
CC(C)(C)c1ccc(SCC(=O)NC2=NN(c3ccccc3)C(=O)C2)cc1	-4.0
COC(=O)C(CCSC)NC(=O)c1cc(COc2ccc(C)c(C)c2)on1 (stereo not drawn)	4.9
COc1ccc(C2C3=C(CCCC3=O)N=C3CCCC(=O)C32)cc1 (stereo not drawn)	-1.2
CCCOc1cccc(C(=O)Nc2ccc(-c3nc4ccccc4o3)cc2)c1	0.7
CC(C)c1ccc(NC(=O)c2cc3c(=O)[nH]c4ccccc4c3n2C)cc1	-7.4
CCCC(=O)n1nc(-c2cccnc2)nc1NCc1ccccc1	2.8
Cc1ccc(-c2csc3ncnc(Oc4cccc5cccnc45)c23)cc1	0.8
COc1ccccc1N1CCN(CCCNC(=O)c2cnn(-c3ccccc3Cl)c2C2CCN(C(=O)OC(C)(C)C)CC2)CC1	16.6
CC(=O)N(C(C)=O)c1ccc(Sc2ccc(N(C(C)=O)C(C)=O)cc2)cc1	17.0
CCOC(=O)C(C)Oc1ccc2c(c1)oc(=O)c1ccccc12 (stereo not drawn)	4.0
COc1ccc(-c2ccccc2NC(=O)C2CCCN2C(=O)CSC)cc1 (stereo not drawn)	2.6
CCc1ccc(OCCOCC(O)CN2CCN(Cc3ccc(Cl)cc3)CC2)cc1 (stereo not drawn)	-5.3
CC1CCN(S(=O)(=O)c2ccc3c(ccn3CCC(=O)NCc3ccccc3F)c2)CC1	2.5
COc1ccccc1NC(=O)C1C(C)=NC(SCC(N)=O)=C(C#N)C1c1ccccc1 (stereo not drawn)	1.3
O=C(c1ccccc1F)N1CCCn2c1nc1ccccc1c2=O	4.5
CCN1CC=C2C(C#N)C(=N)C(C#N)(C#N)[C@H](c3ccc4c(c3)OCO4)[C@H]2C1 (stereo partly drawn)	-5.0
Cc1cccc(C)c1Nc1nc2ccccc2nc1NS(=O)(=O)c1ccccc1	0.9
O=C(NCCc1ccc(Cl)cc1)c1ccc2c(c1)N(Cc1c(F)cccc1Cl)C(=O)CS2	-0.3
Cc1ccc(NC(=O)C2CCN(c3nc(-c4ccc(C(C)C)cc4)no3)CC2)c(Cl)c1	-0.9
CN1CCN(C(=O)C(=O)c2cc(Cl)cc(Cl)c2N)CC1	3.5
COc1ccc(Cn2c(CCC(=O)Nc3cc(C)cc(C)c3)nc3cccnc32)cc1	-2.7
CC(C)c1nc(C(=O)N(CCc2ccccc2)CC2CCN(C)CC2)cs1	3.2
CCOC(=O)c1noc2nc(C)n(CC(=O)Nc3ccc(OC)c(Cl)c3)c(=O)c12	3.2
COc1cc(S(=O)(=O)Nc2ccccn2)ccc1Br	-2.2
O=C(Nc1ccc(F)cc1)c1ccc(Br)cc1Br	9.2
Cc1ccc(NC(=O)CSC#N)nc1	11.3
Cc1ccc(-c2nnc(NCCCN(C)C)c3ccccc23)cc1	10.8
O=C(Nc1sc2c(c1C(=O)NC1CCS(=O)(=O)C1)CCCC2)c1ccco1 (stereo not drawn)	-5.9
Cc1c(C(=O)N(C)C(C)C)sc2ncnc(N3CCCCCCC3)c12	6.8
COc1ccccc1Sc1ccccc1C(N)=O	2.0
COC(=O)c1cc(OC)nc2c1c(=O)n(C)c(=O)n2C	-3.6
CC(=O)Nc1ccc(NC(=O)C2CCCN2S(=O)(=O)c2ccc3c(c2)CCCC(=O)N3)cc1 (stereo not drawn)	2.1
COc1cc(OC)c(NC(=O)c2ccccc2C)cc1Cl	0.2
CCOc1ccccc1NC(=O)c1ccc2c(c1)CCN2S(C)(=O)=O	8.6
COc1ccc(OC)c2c(OC)c3ccccc3c(OC)c12	51.6*

Overlap with the part before: 6 entries, followed by the next part.
SMILES	RBX1-CUL1 inh
COc1ccccc1Sc1ccccc1C(N)=O	2.0
COC(=O)c1cc(OC)nc2c1c(=O)n(C)c(=O)n2C	-3.6
CC(=O)Nc1ccc(NC(=O)C2CCCN2S(=O)(=O)c2ccc3c(c2)CCCC(=O)N3)cc1 (stereo not drawn)	2.1
COc1cc(OC)c(NC(=O)c2ccccc2C)cc1Cl	0.2
CCOc1ccccc1NC(=O)c1ccc2c(c1)CCN2S(C)(=O)=O	8.6
COc1ccc(OC)c2c(OC)c3ccccc3c(OC)c12	51.6*
COc1ccc(C(c2c(C)[nH]n(C(N)=S)c2=O)C(C#N)C#N)cc1 (stereo not drawn)	1.7
Cc1ccc(-n2nnnc2-c2cnc(N3CCCC3)nc2-c2cccc(C(F)(F)F)c2)cc1	-2.6
O=c1[nH]c(=O)n(CC2CCCO2)c2nccc(-c3ccc(Cl)cc3)c12 (stereo not drawn)	-4.3
C#CCSc1nc(C)cc(C)c1C#N	-6.3
Cc1cccc(S(=O)Cc2ccc(C(=O)NC3CCCCCC3)o2)c1 (stereo not drawn)	7.1
COC(=O)c1c(NC(=O)c2cc(=O)c3c(C)cc(C)cc3o2)sc2c1CCCC2	1.9
CC(C)C[C@H](NC(=O)c1cc(CN2CCc3ccccc3C2)on1)C(N)=O	4.4
O=C(NCCc1ccccc1)C1CCN(S(=O)(=O)c2ccc(Br)cc2)CC1	-2.1
Cc1ccc(-c2cc(NC(=O)/C=C/c3ccccc3)n(-c3ccccc3)n2)cc1	-6.2
O=c1c2c3c(sc2ncn1/N=C/c1ccco1)CCCC3	1.7
CC1CCN(C(=O)Cn2c(=O)n(CC3CCC(C(=O)NC(C)C)CC3)c(=O)c3sccc32)CC1 (stereo not drawn)	-1.0
COc1cc(-c2nc(Cn3nnc(C(=O)Nc4cccc(Cl)c4)c3C)c(C)o2)cc(OC)c1OC	2.6
CSc1ccc(C2c3c(oc4ccc(F)cc4c3=O)C(=O)N2c2ccc(C)cn2)cc1 (stereo not drawn)	-6.9
C=CCOc1c(Br)cc(CNc2nccs2)cc1OC	8.6
Cc1cccc(-c2cnc(C)nc2C2CCCN(C(=O)c3ccc(C)c(C)c3)C2)c1 (stereo not drawn)	5.2
Cc1cn2c(=O)cc(COC(=O)c3cccc(NC(=O)COc4ccccc4C)c3)nc2s1	-8.4
Cc1ccc(C)c(Nc2nc3c(s2)CCCC3)c1	-7.6
Cc1cc(NS(=O)(=O)c2ccc3oc(=O)c4ncn(C)c4c3c2)ccc1Br	0.3
C=C(C)Cn1c(SCC#N)nc2sc3c(c2c1=O)CCC3	3.3
CCCCOC(=O)NC(=O)c1cc2cc(Cl)cc(Cl)c2oc1=O	2.6
O=C(NNC(=O)c1ccc(NC(=O)C2CCCCC2)cc1)Nc1ccccc1	-4.6
CC1=C(C(=O)OCC2CCCO2)C(c2cccc(Cl)c2Cl)CC(=O)N1 (stereo not drawn)	6.7
COC(=O)C(CCSC)NC(=O)CCC1(Cc2ccc3c(c2)OCO3)CCC(=O)N1 (stereo not drawn)	4.6
O=C(O)C1CSC(c2ccccc2Cl)N1C(=O)c1ccc(Cl)cc1 (stereo not drawn)	-0.8
Cc1ccc(NC(=O)CSc2nc3ccccc3nc2Cc2ccccc2F)cc1F	-0.9
COC(=O)c1sccc1S(=O)(=O)N(CC(=O)Nc1c(C)cccc1C)c1ccc(C)c(C)c1	-1.4
COc1cc2c(cc1NC(=O)CSc1nnc(-c3cccnc3)n1C)oc1ccccc12	11.6
Cc1nnc(SCC(=O)NC(C)(C)C)n1NCc1ccc(N(C)C)cc1	7.3
COc1ccc(CCNC2CCN(c3ccc(C(=O)NCCN4CCOCC4)cc3)CC2)c(OC)c1	4.9
O=C1NN=CC(=N/N=C\c2cccc(Oc3ccccc3)c2)C1Cl (stereo not drawn)	-9.3
Cc1ccc(OCC(=O)Nc2nnc(SCc3cc(=O)n4cc(C)ccc4n3)s2)cc1	2.6
NCc1cc(=O)[nH]c(Cc2c(Cl)cccc2Cl)n1	-0.3
COc1cc(/C=C(\C#N)C(=O)Nc2ccc(C)cc2)ccc1OCc1cc(=O)n2nc(C)sc2n1	-13.1
O=C(c1csnn1)N1CCC(C2CCN(Cc3cccc(F)c3F)CC2)C1 (stereo not drawn)	0.6
CSc1nc2nc[nH]c(=O)c2s1	-2.9
CCOc1ccc2oc(=O)cc(CN3CCN(c4cc(C)ccc4C)CC3)c2c1	-4.2
CC(C)Cn1c(CCc2ccccc2)nnc1SCC(=O)N1CCOCC1	-0.4
S=c1oc2ccccc2n1CN1CCN(c2ccccc2)CC1	4.8
CCOc1ccc(NC(=O)CNS(=O)(=O)c2ccccc2)cc1	4.0
COc1ccc(S(=O)(=O)N(C)CC(=O)Nc2ccc(F)cc2)cc1	-5.8
CCCn1c2ccccc2c2cnn(CC(=O)NCCc3cc(OC)ccc3OC)c(=O)c21	-2.0
Cc1cc(Cl)ccc1NS(=O)(=O)c1ccc2c(c1)[C@H]1C=CC[C@H]1[C@@H](c1cccc(Cl)c1)N2	1.3
CCOC(=O)CN(C)C(=O)c1coc(COc2ccc(F)cc2Cl)n1	2.9
O=S(=O)(c1cc(Br)c(Br)s1)N1CCN(c2ccccc2)CC1	2.9
CCOC(=O)c1c(NC(=O)c2ccc([N+](=O)[O-])c(C)c2)sc2c1CCC2	6.5
Cc1ccccc1CN1c2ccccc2-c2nc(SCC(=O)NCc3ccccc3)ncc2S1(=O)=O	-3.4
COc1ccc(-c2nc(Nc3cnc(SC)nc3)sc2C)cc1	-3.7
COC(C(=O)NCc1nc(-c2ccc(NC(=O)Cc3ccccc3)cc2)oc1C)c1ccccc1 (stereo not drawn)	-3.6
O=C(COC(=O)c1ccc2c(c1)C(=O)N(c1ccc(O)cc1)C2=O)c1ccccc1	-4.7
CCOc1cc(C=C2C(=O)NC(=S)NC2=O)ccc1OC(C)=O	2.4
N#CC1C(=N)OC2=C(C(=O)CCC2)C1c1cccnc1 (stereo not drawn)	0.6
CCCOC(=O)c1cccc(N=C2NC(=O)/C(=C\c3cc(C(C)C)c(OC)cc3C)S2)c1	6.7
COc1ccc2ccccc2c1CN1CCN(C(=O)c2cccnc2)CC1	8.1
COc1ccc(N(CC(=O)N2CCN(c3ccccc3F)CC2)S(=O)(=O)c2c(C)noc2C)cc1	-3.5
CSc1nsc(SC)c1NC(=O)OCCc1ccccn1	0.1
Cc1ccccc1NS(=O)(=O)c1cccc(C(=O)O)c1	-0.3
COc1ccccc1N1CCN(C(=O)c2ccc3c(c2)OCCO3)CC1	3.4
CCc1nnc2sc(/C=C/c3ccccc3)nn12	5.4
Cc1ccc(C(=O)N(Cc2ccco2)Cc2ccco2)cc1	8.3
O=C(OCc1ccc(Cl)cc1)c1cccs1	11.9

Two compounds picked at random from the list so far, as already listed:
SMILES	RBX1-CUL1 inh
CCOC(=O)c1c(NC(=O)c2ccc([N+](=O)[O-])c(C)c2)sc2c1CCC2	6.5
CCCn1c2ccccc2c2cnn(CC(=O)NCCc3cc(OC)ccc3OC)c(=O)c21	-2.0

Arranged by the number under RBX1-CUL1 inh (smallest number first): 3 of the compounds above.
structure | RBX1-CUL1 inh
O=C(COC(=O)c1ccc2c(c1)C(=O)N(c1ccc(O)cc1)C2=O)c1ccccc1 | -4.7
CCOc1cc(C=C2C(=O)NC(=S)NC2=O)ccc1OC(C)=O | 2.4
COc1ccccc1N1CCN(C(=O)c2ccc3c(c2)OCCO3)CC1 | 3.4

Next part:
SMILES	RBX1-CUL1 inh
COc1ccc(CCNC(=O)c2sc3nc(-c4ccc(F)cc4)ccc3c2N)cc1OC	6.4
COc1ccc(-c2nn(C)c3sc(C(=O)N4CCN(c5cccc(Cl)c5)CC4)cc23)cc1OC	4.9
CCN1CC(CN(C)Cc2nc(-c3ccc(C(F)(F)F)cc3)oc2C)CC1=O (stereo not drawn)	2.0
O=C(Nc1ccc(Oc2ccccc2)cc1)c1ccncc1	3.5
CCC(Sc1nc2ncccc2o1)C(=O)Nc1ccc(OC)c(OC)c1 (stereo not drawn)	1.7
O=C(NCc1ccccc1F)C1CCN(c2nnc(-n3cccc3)s2)CC1	-3.9
CN=C(C)C(C(=O)Nc1ccccc1)c1cc(O)ccc1O (stereo not drawn)	-4.1
Clc1ccc(-c2cnnc(N3CCCCCCC3)n2)cc1	8.1
CC(C)c1c(C#N)nc2c(c1N1CCOCC1)CSC(C)(C)C2	0.6
O=C(NCC1(c2ccccc2)CCOCC1)C1CCC(=O)N(C2CC2)C1 (stereo not drawn)	4.2
O=C(c1ccccc1)N1C2C=CC(C2)N1C(=O)c1ccccc1	6.7
CN(C)CCCC(C#N)c1ccccc1Sc1ccc(Cl)cc1 (stereo not drawn)	3.3
Cc1ccc(Oc2c(C(F)(F)F)oc3c(CN4CCCC4)c(O)ccc3c2=O)cc1	-0.2
CCOC(=O)N1CCN(CCC(=O)Nc2cccc(F)c2)CC1	5.5
CCCN(CCC)S(=O)(=O)c1ccc(NC(=O)c2cc(OC)c(OC)c(OC)c2)cc1	9.1
O=C(CCN1CCCCO1)N1CCCC(Nc2ccc3c(c2)OCCO3)C1 (stereo not drawn)	6.4
Cc1c(O)ccc(C(=O)Cc2ccccc2)c1O	-0.5
Cc1ccc(NC(=O)C2CCC2)cc1	0.4
CCOc1ccc(CN2CCc3nc(N4CCN(c5ccccn5)CC4)ncc3C2)cc1OC	-6.7
O=C(O)CSc1c(NC(=O)c2ccccc2)sc2c1CCCC2	-0.7
Cc1ccc(NC(=O)c2cnc3sc(N4CCOCC4)nn3c2=O)cc1N(C)C	-7.0
CCC(=O)Nc1c(Cl)nc(C)c(Cl)c1C	1.0
COc1ccccc1CNC(=O)C1CCN(S(=O)(=O)c2ccc3c(c2)CCCN3C(C)=O)CC1	-2.8
COc1ccc(C2CC(c3ccccc3)=Nc3nc(NS(=O)(=O)c4ccc(C)cc4)nn32)cc1 (stereo not drawn)	21.8
CCO[C@H]1[C@H](NC(=O)c2cccnc2)c2ccccc2C12CCN(C(=O)c1ccc3[nH]ccc3c1)CC2	0.1
Cc1ccccc1OCc1nnc2n1CC(C)S2 (stereo not drawn)	7.3
CCOC(=O)COc1c(OC)cc(Cl)cc1C1Nc2ccccc2C(=O)N1c1ccc(F)cc1 (stereo not drawn)	0.2
CNS(=O)(=O)c1cc(O)c2c(S(=O)(=O)NC)cc(S(=O)(=O)NC)cc2c1	-0.3

Not all compounds are listed (hit frequency here may not be typical).
